# VLA-4 inh – inhibition in a human VLA-4 binding assay; P13612; VLA-4 expressing cells, ligand binding flow cytometry; inhibition, % (about 7 µM as worked out from the volumes in the protocol); hit rate 0.2% among 330,000; AID 2557; in the data active = inhibition above about 50%
# GASC-1 inh – blocks human GASC-1 demethylase activity; Q9H3R0; hit rate 0.069% among 330,000; inhibition, % at 2.35 µM; GST-JMJD2C(1-420) H3K9me3 demethylation, DELFIA europium;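 active = more than half of a compound's replicate wells show inhibition beyond 50%, single wells judged on their own value; inconclusive = some, but no more than half, of replicates pass 50% inhibition; inactive = no replicate passes 50% inhibition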;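 also: signal counts dimethyl H3K9 product captured on neutravidin plate; 0% = median of DMSO wells and 100% = 0.3 times that DMSO median; strong numbers were not always called active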
# Target sequence (Q9H3R0 1-420 limits assumed): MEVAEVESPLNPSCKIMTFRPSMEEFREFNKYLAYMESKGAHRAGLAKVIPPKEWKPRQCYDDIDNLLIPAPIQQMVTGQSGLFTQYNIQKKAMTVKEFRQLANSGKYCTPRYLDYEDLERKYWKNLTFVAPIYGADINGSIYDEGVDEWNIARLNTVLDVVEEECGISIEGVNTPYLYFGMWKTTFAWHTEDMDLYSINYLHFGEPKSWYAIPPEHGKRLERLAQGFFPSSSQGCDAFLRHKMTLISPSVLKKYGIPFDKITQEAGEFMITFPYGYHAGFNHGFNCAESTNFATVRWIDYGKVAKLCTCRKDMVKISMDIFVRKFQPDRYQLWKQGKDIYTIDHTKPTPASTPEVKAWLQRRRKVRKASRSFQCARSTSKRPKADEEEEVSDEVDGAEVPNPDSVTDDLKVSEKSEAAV
# GRK2 inh – human GRK2 inhibition via aptamer displacement. P25098. bead flow cytometry, FAM-aptamer displacement from GRK2. inhibition of aptamer binding, % at 10 µM. hit rate 0.59% among 330,000. AID 488847;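 active = inhibition of aptamer binding above 40%, roughly 3 SD of noise, on plates passing a quality check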;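 also: median bead fluorescence of bound FAM aptamer so fluorescent compounds give negative values; no value below 0 was filed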
# Target sequence (P25098 whole entry, looked up): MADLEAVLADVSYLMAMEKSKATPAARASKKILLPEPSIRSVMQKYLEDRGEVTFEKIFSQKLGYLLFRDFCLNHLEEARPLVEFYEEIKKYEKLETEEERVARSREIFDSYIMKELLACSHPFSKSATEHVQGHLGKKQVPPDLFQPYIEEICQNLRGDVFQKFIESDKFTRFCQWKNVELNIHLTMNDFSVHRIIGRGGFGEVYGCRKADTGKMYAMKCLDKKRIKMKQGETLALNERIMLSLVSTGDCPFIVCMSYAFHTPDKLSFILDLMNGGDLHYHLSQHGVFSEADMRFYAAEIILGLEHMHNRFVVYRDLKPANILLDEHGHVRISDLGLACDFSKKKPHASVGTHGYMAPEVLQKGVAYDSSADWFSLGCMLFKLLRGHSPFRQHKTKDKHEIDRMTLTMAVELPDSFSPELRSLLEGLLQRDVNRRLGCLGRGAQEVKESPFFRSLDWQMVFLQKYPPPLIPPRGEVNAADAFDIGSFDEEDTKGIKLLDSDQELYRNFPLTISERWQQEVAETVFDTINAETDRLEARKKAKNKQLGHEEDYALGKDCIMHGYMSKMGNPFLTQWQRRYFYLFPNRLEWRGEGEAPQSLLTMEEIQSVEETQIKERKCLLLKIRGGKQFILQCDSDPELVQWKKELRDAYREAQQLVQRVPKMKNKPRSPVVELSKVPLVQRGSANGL
# RPL19A TOR yeast – modulators of TOR pathway RPL19A-GFP in S. cerevisiae; S. cerevisiae RPL19A-GFP strain, flow cytometry, 3 h; hits give low values; percent response vs DMSO, % at 10 µM; hit rate 0.3% among 330,000; AID 2025;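 active = percent response vs DMSO below 50%; inconclusive = fewer than 70 events counted for the yeast strain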;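 also: median channel GFP fluorescence of the barcoded RPL19A-GFP strain; ratio of sample median GFP to plate DMSO average so 100% = DMSO; lower means less RPL19A-GFP as with rapamycin TOR inhibition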
# AGP1 TOR yeast – alters AGP1-GFP fluorescence in TOR pathway yeast screen; S. cerevisiae AGP1-GFP multiplex flow cytometry, 3 h; GFP as percent of DMSO wells; AID 2066; hit rate 0.02% among 320,000; GFP response vs DMSO, % at 10 µM;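 active = GFP response relative to DMSO above a set limit, near screen average plus 3 SD, cut at about 150% in these data; inconclusive = fewer than 70 cells counted for the yeast strain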;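 also: median GFP channel fluorescence of the gated AGP1 strain per well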
# CIT2 TOR yeast – yeast TOR pathway CIT2-GFP modulation. S. cerevisiae CIT2-GFP strain, flow cytometry, 3 h; 100 means same as DMSO wells. GFP response vs DMSO, % at 10 µM. hit rate 0.065% among 320,000;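 active = GFP response relative to DMSO above a set limit, near the screen mean plus 3 SD, cut at about 150% in these data; inconclusive = Fewer than 70 cells measured for a yeast strain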;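 also: ratio of well median GFP fluorescence to mean of DMSO wells on the plate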
# LAP4 TOR yeast – modulators of TOR pathway LAP4-GFP in S. cerevisiae | hit rate 0.34% among 320,000 | S. cerevisiae LAP4-GFP multiplex, flow cytometry GFP, 3 h; median GFP as percent of DMSO wells | AID 2023 | GFP response vs DMSO, % at 10 µM;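 active = GFP response vs DMSO above a set limit, about the screen mean plus 3 SD, cut at about 150% in these data; inconclusive = under 70 cell events counted for the yeast strain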
# MEP2 TOR yeast – modulators of TOR pathway MEP2-GFP in S. cerevisiae. GFP response vs DMSO, % at 10 µM. AID 2016. S. cerevisiae MEP2-GFP strain, flow cytometry GFP, 3 h; 100% = DMSO control level. hit rate 0.51% among 330,000;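 active = GFP response versus DMSO above a set limit, roughly screen mean plus 3 SD, cut at about 180% in these data; inconclusive = fewer than 70 cells counted for a yeast strain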;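 also: median GFP fluorescence of the barcode-gated MEP2-GFP cells per well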
# The depositor's hits bear a star; ? = inconclusive; · = no result given; [ ] = remark or other dose.
SMILES,VLA-4 inh,GASC-1 inh,GRK2 inh,RPL19A TOR yeast,AGP1 TOR yeast,CIT2 TOR yeast,LAP4 TOR yeast,MEP2 TOR yeast
NNc1ccc(Cc2ccc(Cl)cc2Cl)nn1,10,-6,0,105,101,105,117,101
CN(C)S(=O)(=O)c1ccc(C(=O)Nc2cc(S(=O)(=O)Nc3ccccc3Cl)ccc2N2CCCCC2)cc1,11,-1,2,98,95,99,85,99
CCOC(=O)c1[nH]c2ccc(OC)cc2c1NC(=O)c1cccc(OC)c1,12,18,1,95,94,87,107,94
CC(=O)c1sc2nc(C)cc(C)c2c1N,3,4,1,97,100,92,93,96
O=C(OCc1c(Cl)cccc1Cl)c1ccncc1,10,-14,1,100,101,101,94,100
O=C(O)c1cc(NC(=O)c2ccc3c(c2)C(=O)N(Cc2ccccc2)C3=O)cc(C(=O)O)c1,-1,-1,5,104,102,99,97,103
CCOc1ccc(-n2c(C)nc3cc(C(=O)NCCCN4CCOCC4)ccc32)cc1,0,4,3,97,94,94,103,91
CC(C)CCCCCCNC(=S)Nc1ccc(S(=O)(=O)N2CCOCC2)cc1,15,11,1,109,90,106,78,105
Cc1cc(=O)[nH]c(N/N=C/c2ccc(F)cc2)n1,14,0,0,101,99,92,103,103
O=C(CSc1nc2ccccc2[nH]1)Nc1cc(C(F)(F)F)ccc1N1CCOCC1,2,-2,3,97,96,93,94,100
O=C(NCCC1=CCCCC1)C1CC(=O)N(Cc2ccccc2)C1 (stereo not drawn),-13,9,0,95,97,99,94,101
CCN(c1ccccc1)S(=O)(=O)c1ccc(OC)c(NC(=O)COc2ccc(C(C)=O)cc2)c1,-20,1,0,94,104,92,93,93
CCOC(=O)/C(C#N)=C1/SC(C)C(=O)N1c1ccc(Br)cc1 (stereo not drawn),1,17,0,93,99,94,95,94
COc1ccccc1NS(=O)(=O)c1cccc(C(=O)N2CCN(Cc3ccc4c(c3)OCO4)CC2)c1,-2,13,0,98,108,111,104,100
CCN(CC)S(=O)(=O)c1ccc(OC)c(NS(=O)(=O)c2cccc(C(=O)O)c2)c1,14,-5,4,105,113,113,95,114
COc1cc(OC)cc(C(=O)NN2CCOCC2)c1,-3,2,1,105,112,111,110,105
Cc1cccc(C(=O)NC(=S)Nc2ccc(Cc3ccncc3)cc2)c1,14,-7,0,96,89,81,116,98
Brc1cccc(-c2cnco2)c1,-3,19,1,98,107,109,111,101
CCN1CCN(C(=S)c2ccc(Cl)c(Cl)c2)CC1,5,-7,5,112,113,·,120,109
CC/C(=N\NC(=O)c1ccc(N(C)C)cc1)c1ccccc1,2,8,0,101,106,107,100,107
Nc1c(C(=O)Nc2ccc(Cl)c(C(=O)O)c2)sc2nc3c(cc12)CCCC3,-4,-19,6,103,99,103,98,99
O=C(O)c1cc(-n2nnnc2SCc2ccc([N+](=O)[O-])cc2)ccc1Cl,2,-2,0,94,102,99,·,99
Cc1ccc(C(=O)NNC(=O)COC(=O)COc2ccccc2C#N)cc1,-6,·,2,100,105,96,104,101
CC(C)(C)NC(=O)c1ccc2c(c1)N(CC(=O)NC1CCCC1)C(=O)C(C)(C)O2,2,-1,3,103,106,102,97,91
Cc1nnc(N(C(=O)c2cnccn2)c2ccccc2)s1,-4,26,3,98,99,98,95,93
# Next section.
SMILES,VLA-4 inh,GASC-1 inh,GRK2 inh,RPL19A TOR yeast,AGP1 TOR yeast,CIT2 TOR yeast,LAP4 TOR yeast,MEP2 TOR yeast
O=c1c(Cc2ccc(F)cc2)c(O)ccn1CC1CCCO1 (stereo not drawn),5,-1,1,111,114,113,108,105
COc1ccc(CNC(=O)CSc2ncnc3nc[nH]c23)cc1,-6,6,0,97,98,93,99,95
COC(=O)c1ccc2c(=O)n(CCCCCC(=O)NCc3ccccc3)c(=O)[nH]c2c1,-2,1,0,106,108,110,104,104
COc1ccc(CCNC(=S)N2CCN(S(=O)(=O)c3ccccc3)CC2)cc1,7,-6,1,89,97,95,94,96
O=C(NC(Cc1ccccc1)C(=O)O)/C(=C\c1cccc([N+](=O)[O-])c1)NC(=O)c1ccco1 (stereo not drawn),4,·,5,108,92,88,69,98
Cc1cc(C(=O)NNC(=S)Nc2ccccc2)nn1C,6,6,0,98,96,88,93,99
Cc1ccc(S(=O)(=O)CCC(=O)N(C)C2CCCCC2)cc1,23,-141,0,102,98,98,92,93
CCOC(=O)c1c(C)[nH]c(C(=O)OCC(=O)c2c(N)n(C)c(=O)n(C)c2=O)c1C,3,13,2,88,89,87,86,97
COc1cc(S(=O)(=O)NC2CCSc3ccccc32)ccc1NC(C)=O (stereo not drawn),-8,-4,0,104,100,95,93,106
COC(=O)CC(=O)CSc1nc2c(cc1C#N)CCC2,22,-1,0,93,91,90,105,101
CCN(CC)S(=O)(=O)c1cc(NC(=O)C(C)OC(=O)c2[nH]c(C)c(C(C)=O)c2C)ccc1C (stereo not drawn),-3,-2,5,104,101,104,90,108
O=C(NC1C=CS(=O)(=O)C1)c1sc2ccccc2c1Cl (stereo not drawn),14,-2,3,100,99,103,94,100
COc1cccc(-c2noc(CCCC(=O)Nc3ccc(C(N)=O)cc3)n2)c1,-8,-5,0,97,100,90,99,92
O=C(CCNS(=O)(=O)c1cccc2nsnc12)NC1CCN(Cc2ccccc2)CC1,-8,76,2,107,108,115,101,103
Cc1ccc(OCCOCCn2ccnc2)c(Br)c1,-7,-9,0,97,103,108,99,103
COc1ccc(-c2cc3onc(-c4c(Cl)cccc4Cl)c3c(=O)n2C)cc1,-4,7,2,100,109,99,101,101
OCCCNc1ncnc2sc3c(c12)CCN(Cc1ccccc1)C3,0,4,0,106,97,98,100,113
CCOC(=O)c1c(C)nc2c(c1-c1cc(OC)c(OC)c(OC)c1)C(=O)c1ccccc1-2,-2,0,0,100,98,·,87,104
COc1ccccc1N1CCN(C(=O)c2cccc(S(=O)(=O)N3CCCCCC3)c2)CC1,-5,·,0,94,103,94,108,101
Cc1cc[n+](CC(=O)c2ccccc2)c2ccccc12,-6,-4,9,100,105,107,101,98
O=C(NC1CCN(Cc2ccccc2)CC1)C1CCN(S(=O)(=O)c2ccccc2)CC1,10,-23,0,100,101,103,103,99
O=C(O)c1ccc(NS(=O)(=O)c2cc(Cl)sc2Cl)cc1,16,4,0,41*[may fluoresce violet],?,?,78[may fluoresce violet],710*[may fluoresce violet]
CC(=O)c1ccc(NC(=O)CCS(=O)(=O)c2ccc3c(c2)n(C)c(=O)c(=O)n3C)cc1,-15,13,48*,98,101,94,100,97
Cc1ccc(C(=O)COC(=O)c2cccc(NC(=O)c3ccc([N+](=O)[O-])cc3[N+](=O)[O-])c2)cc1,9,42,0,103,102,102,102,103
COc1cc(Br)cc2cc(C(=O)OC3CCN(C)CC3)c(=O)oc12,3,-29,4,98,100,87,110,96

# 3 of the entries above in order of the CIT2 TOR yeast value, falling:
SMILES,VLA-4 inh,GASC-1 inh,GRK2 inh,RPL19A TOR yeast,AGP1 TOR yeast,CIT2 TOR yeast,LAP4 TOR yeast,MEP2 TOR yeast
Cc1ccc(OCCOCCn2ccnc2)c(Br)c1,-7,-9,0,97,103,108,99,103
O=C(OCc1c(Cl)cccc1Cl)c1ccncc1,10,-14,1,100,101,101,94,100
CCOC(=O)/C(C#N)=C1/SC(C)C(=O)N1c1ccc(Br)cc1 (stereo not drawn),1,17,0,93,99,94,95,94

# Other structures.
SMILES,VLA-4 inh,GASC-1 inh,GRK2 inh,RPL19A TOR yeast,AGP1 TOR yeast,CIT2 TOR yeast,LAP4 TOR yeast,MEP2 TOR yeast
CCOCCc1nn2c(=O)cc(CSCC(=O)Nc3cccc(C)c3C)nc2s1,10,?,4,98,101,96,95,100
COc1ccccc1CNC(=O)CCCc1cn(C)c2ccccc12,7,2,8,101,90,91,93,111
CC(C)Sc1nc2ccccc2c(=O)[nH]1,-1,6,2,99,102,111,96,99
O=C(CSc1nnc(NC(=O)Cc2ccc(F)cc2)s1)NCc1ccco1,0,-26,2,111,106,104,106,101
Cc1cc(C(=O)OCC(=O)NC2CCC(C)CC2)c(C)o1 (stereo not drawn),-8,16,1,95,94,89,97,98
O=C(O)c1ccccc1CSC1=NCCS1,-11,-31,0,95,94,92,104,109
COc1cc(/C=C(\C#N)c2ccccn2)ccc1OCC(=O)Nc1c(Cl)cccc1Cl,8,1,0,93,91,94,92,95
COc1cccc(-c2[nH]nc3c2C(c2ccoc2)C(C#N)=C(N)O3)c1 (stereo not drawn),8,-16,8,93,91,93,104,95
O=C(Nc1nc2cc3c(cc2s1)OCO3)c1ccc(N2C(=O)CCC2=O)cc1,-9,2,0,84,91,89,99,97
COc1ccccc1NC(=O)Nc1ccccc1N1CCOCC1,15,2,0,96,98,87,102,93
Cc1c(C(=O)O)cccc1-n1c(C)cc(/C=N/NC(=O)c2cc3ccccc3o2)c1C,3,1,50*,103,99,97,95,98
CN1CCN(C(=S)Nc2ccc(Cl)c(Cl)c2)CC1,-4,-5,2,96,96,94,96,101
Cc1nn(-c2ccccc2)c(C)c1NC(=O)COC(=O)c1ccc(O)cc1O,-1,1,1,109,96,97,89,104
COc1ccc(CNC(=O)Nc2ccc(C)c(C)c2)cc1,19,12,4,107,98,103,93,105
CCC(C(=O)O)P(=O)(c1ccc(Cl)cc1)c1ccc(Cl)cc1 (stereo not drawn),-1,-1,0,103,106,111,99,103
O=C(OC(C(=O)NCc1ccco1)c1ccc(Cl)cc1)c1cccs1 (stereo not drawn),6,-3,1,97,107,102,109,99
CCOc1ccc(C(C)=O)cc1N1C(=O)C2C(C1=O)C1C=CC2C12CC2 (stereo not drawn),-3,14,0,96,100,96,92,98
CCCCn1c(NC(=O)c2ccc(F)cc2)c(C#N)c2nc3ccccc3nc21,-327,15,0,100,99,94,101,101
CCC(C)NS(=O)(=O)c1ccc(OCC(=O)Nc2ccc3c(c2)OCO3)cc1 (stereo not drawn),3,-2,0,100,101,102,98,105
CCNC(=S)NNC(=O)c1cc(-c2cccc(C)c2)nc2ccccc12,0,-1,0,97,·,93,94,97
O=S(=O)(Nc1ccccc1)c1ccc(NS(=O)(=O)c2cccs2)cc1,-4,3,0,93,89,94,86,94
Cc1ccc(C(C)C)cc1S(=O)(=O)Nc1cccnc1,16,-2,2,101,95,96,82,96
O=C1NC(=S)N/C1=C\c1ccc(Oc2ccc(C(F)(F)F)cc2[N+](=O)[O-])c(Cl)c1,13,?,1,107,99,112,98,105
COC(=O)C1CCCN1C(=O)c1cccs1 (stereo not drawn),24,-2,0,95,92,98,97,97
Cc1cc(C)c(NS(=O)(=O)c2c(C)noc2C)c(C)c1,-4,26,4,104,106,111,93,115
# (further entries)
SMILES,VLA-4 inh,GASC-1 inh,GRK2 inh,RPL19A TOR yeast,AGP1 TOR yeast,CIT2 TOR yeast,LAP4 TOR yeast,MEP2 TOR yeast
COc1cccc(Cn2cc(/C=N/NC(=O)c3cc(O)cc(O)c3)c3ccccc32)c1,-2,-4,0,97,93,87,107,102
Cc1ccc(S(=O)(=O)N2CCN(C(=O)COc3ccc(Br)cc3)CC2)cc1,33,5,0,103,114,103,103,103
CCOC(=O)COc1ccc(N)cc1CC(NC(C)=O)(C(=O)OCC)C(=O)OCC,13,3,0,100,102,103,104,105
O=C(NC(=S)N1CCN(c2ccccc2)CC1)c1ccco1,9,2,0,95,94,92,104,97
CCOC(=O)C(C)Sc1ccc2nnc(-c3ccc(F)cc3)n2n1 (stereo not drawn),11,-7,1,99,99,94,104,107
Cn1c(=O)c(=O)n(C)c2cc(S(=O)(=O)CCC(=O)NCc3ccccc3)ccc21,0,-14,23,90,90,87,94,95
c1ccc(CC(Nc2ccccn2)c2ccccc2)cc1 (stereo not drawn),1,-2,2,108,105,103,101,98

# Screening results: PubChem, several laboratories
